Screens: PubChem, several laboratories
OX1R antag-1: OX1R (HCRTR1) antagonists, primary screen, fluorescence, CHO/OX1R cells, Fluo-8 calcium, orexin A; Orexin/Hypocretin receptor type 1 (Homo sapiens), O43613; Fluo-8 calcium fluorescence; inhibition, % at 5 µM; actives 0.43% (n = 330,000); AID 434989, 2010;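 active = inhibition above its plate's threshold, mean inhibition of all tested compounds on the plate plus 3 SD, cut at about 37% in these data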;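 note: 0% = orexin A challenge wells and 100% = SB-334867-A antagonist wells; not every result past the cut was called active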
Target sequence (O43613 whole entry, looked up): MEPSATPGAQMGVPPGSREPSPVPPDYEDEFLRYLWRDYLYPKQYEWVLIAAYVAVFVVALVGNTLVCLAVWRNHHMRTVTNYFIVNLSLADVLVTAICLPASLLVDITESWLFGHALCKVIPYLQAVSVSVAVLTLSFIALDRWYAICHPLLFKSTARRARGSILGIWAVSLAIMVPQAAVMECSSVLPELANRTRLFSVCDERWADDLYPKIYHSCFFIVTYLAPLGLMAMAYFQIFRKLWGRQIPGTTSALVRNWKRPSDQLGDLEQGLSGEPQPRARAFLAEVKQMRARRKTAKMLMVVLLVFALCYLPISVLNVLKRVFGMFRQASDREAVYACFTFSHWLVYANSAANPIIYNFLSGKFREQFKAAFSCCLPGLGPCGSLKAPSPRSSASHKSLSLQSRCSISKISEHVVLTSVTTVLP
STK33 kinase inh: inhibitors of purified STK33 kinase, primary screen, biochemical, ADP-Glo luminescence, homogeneous, cell-free; Serine/threonine-protein kinase 33 (Homo sapiens), Q9BYT3; MBP phosphorylation; inhibition, % at 10 µM; actives 0.073% (n = 320,000);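 active = inhibition at or above 25%, using the most active replicate where run in duplicate; inactive = inhibition below 25%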
Target sequence (Q9BYT3 whole entry, looked up): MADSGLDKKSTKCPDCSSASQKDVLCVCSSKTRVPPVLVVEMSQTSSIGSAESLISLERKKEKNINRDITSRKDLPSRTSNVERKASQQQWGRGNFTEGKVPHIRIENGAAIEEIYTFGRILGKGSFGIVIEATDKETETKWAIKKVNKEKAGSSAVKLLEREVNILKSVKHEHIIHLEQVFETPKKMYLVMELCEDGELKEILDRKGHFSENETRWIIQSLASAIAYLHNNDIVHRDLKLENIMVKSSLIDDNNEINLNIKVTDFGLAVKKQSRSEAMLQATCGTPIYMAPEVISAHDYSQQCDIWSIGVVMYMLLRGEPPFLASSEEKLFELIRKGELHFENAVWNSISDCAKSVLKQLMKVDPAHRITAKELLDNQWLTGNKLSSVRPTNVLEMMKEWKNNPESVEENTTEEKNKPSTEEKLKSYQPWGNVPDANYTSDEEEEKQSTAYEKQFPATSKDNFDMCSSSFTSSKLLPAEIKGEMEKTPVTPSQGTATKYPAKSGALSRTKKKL
OX1R antag-2: antagonists of human orexin 1 receptor (OX1R). actives 1.8% (n = 330,000). OX1R-expressing cells, FRET antagonist read-out. AID 485270, 2010. inhibition, % at 6.6 µM. Orexin/Hypocretin receptor type 1 (Homo sapiens), O43613; in the data active = inhibition mostly above about 38%, no sharp cut-off; inactive = mostly below about 40%;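 note: 0% = agonist challenge alone and 100% = reference antagonist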
The depositor's hits bear a star.

SMILES | OX1R antag-1 | STK33 kinase inh | OX1R antag-2
Cc1ccccc1OCC(=O)NC(=S)Nc1cccc2cc(O)ccc12 | -10.2 | 0.1 | 19.9
Cc1cc(=O)[nH]c(N/N=C/c2ccc(OC(=O)c3cccnc3)cc2)n1 | 11.3 | -1.0 | 15.5
CC(=O)N1CC(C)c2scc(C)[n+]2-c2ccccc21 (configuration not stated) | 4.2 | -0.6 | 5.9
COC(=O)c1ccc(Cn2nc(C)cc2C)cc1 | 3.9 | -0.1 | 4.0
COc1cc2c(cc1OC)CN(C(=O)Cc1ccccc1)CC2 | -11.8 | -0.8 | 4.8
Nc1nnnn1/N=C/c1cc(Cl)cc(Cl)c1OCc1ccc(Cl)cc1Cl | -2.0 | -1.9 | 6.4
Cc1c(C(=O)N(Cc2ccc(Cl)cc2)C2CCS(=O)(=O)C2)oc2ccccc12 (configuration not stated) | -14.5 | -0.5 | 4.0
CCOC(=O)c1c(NC(=O)CN2C(=O)C(=O)N(C(C)C)C2=O)sc(C)c1CC | -29.1 | -0.6 | 1.0
O=c1c2ccc(Cl)cc2nc(-c2ccc([N+](=O)[O-])cc2)n1O | -0.9 | -0.5 | 7.1
CCCCNCCOCCOc1ccc(Cl)cc1Br | -16.3 | -0.5 | -8.9
CCOC(=O)c1c(NC(=O)CSc2nncn2C)sc(C)c1C | -21.5 | -0.2 | -3.7
COc1ccccc1NC(=S)NC1CCCCCC1 | -14.5 | -0.4 | 26.9
CCc1ccc(NC(=O)c2cc(-c3ccc4c(c3)OCO4)on2)cc1 | 0.5 | 0.6 | 2.3
COc1cccc(NC(=O)Nc2cc(Cl)ccc2C)c1 | -23.5 | 0.3 | 17.0
CC(C)(C)c1ccc(C(=O)NCCCNC(=O)c2ccco2)cc1 | 0.2 | -0.5 | 6.0
Cc1ccc(C(=O)N(Nc2nc3ccccc3s2)C(=O)c2ccc(C)cc2)cc1 | -11.3 | -1.6 | 6.9
COc1ccc(S(=O)(=O)N/N=C(/C)c2ccc(Cl)cc2)cc1 | -25.9 | -0.2 | 0.7
Cc1ccnc(NC(=O)c2ccc3c(c2)OCO3)c1 | -6.0 | 7.9 | 5.7
COc1ccc(CCNc2c(C)c(C)nc3ncnn23)cc1 | 44.8* | -3.0 | 11.0
C=CCn1c(SCC(=O)Nc2ccc(OC)cc2)nc2ccccc2c1=O | -14.2 | 0.3 | 12.2
Cc1cc(O)c(C=Nc2ccc(N3CCOCC3)cc2)c(C)c1Cl | -12.5 | -1.5 | 16.7
O=c1c(O[C@@H]2O[C@H](CO)[C@@H](O)[C@H](O)[C@H]2O)c(-c2ccc(O)cc2)oc2cc(O)cc(O)c12 | -4.3 | 3.1 | 14.6
O=C(N/N=C/c1ccccn1)c1ccncc1 | -11.2 | -0.6 | -1.9
CN1/C(=C\C=[N+](C)c2ccccc2)C(C)(C)c2ccccc21 | 8.5 | -0.5 | 10.2
COc1ccc(S(=O)(=O)N2CCC(C(=O)N[C@@H](C)C(=O)NCc3cccc(OC)c3)CC2)cc1 | -24.0 | -0.3 | 18.8
Nc1cc(=O)nc(SCC(=O)N2CCN(c3ccccc3)CC2)n1-c1ccccc1 | -19.4 | 0.1 | 9.2
CC(C)CCN1CC(O)=C(c2nc(-c3ccc(Cl)cc3)cs2)C1=N | -10.4 | -4.0 | 17.8
COC(=O)c1cccc(N(C(=O)CNC(=O)c2cccs2)C(C(=O)NCC2CCCO2)c2ccc(OC)c(OC)c2)c1 (configuration not stated) | -6.9 | -3.6 | 11.1
Cc1ccc(S(=O)(=O)N2CCOCC2)cc1C(=O)N1CCCC1 | 0.0 | -0.6 | -2.7
O=C(NCc1ccco1)C(c1ccccc1)N(CC1CCCO1)C(=O)Cn1nnc2ccccc21 (configuration not stated) | -44.1 | -0.5 | 6.2
CC(C)(C)OC(=O)N1CCC(c2c(C(=O)NCC3CCN(C4CCCC4)C3)cnn2-c2ccccc2Cl)CC1 (configuration not stated) | -33.9 | 0.9 | -4.5
COc1cccc(NS(=O)(=O)c2ccc3[nH]cc(C(=O)N(C)Cc4ccco4)c(=O)c3c2)c1 | 12.8 | 0.2 | 22.6
CCn1c(C)csc1=NC(=O)c1ccccc1 | -5.6 | 0.3 | 75.7*
Cc1c(C(=O)N2CCCC2)c(S(=O)(=O)N2CCCCC2)c(C)n1C | -22.7 | -0.6 | 4.7
Nc1c(Cl)cc(-c2csc(N3CCCC3c3nc4cc(Cl)c(N5CCCCC5)cc4n3CCCO)n2)cc1Cl (configuration not stated) | -68.8 | -0.6 | 24.4
CCOC(=O)c1ccc(NC(=O)COc2ccc(S(=O)(=O)NC(C)(C)C)cc2)cc1 | 6.4 | -0.1 | 15.4
CC(C)(C)OC(=O)NCc1ccc(NC(=O)c2nc[nH]c2C(=O)NCCCCCCNC(=O)c2[nH]cnc2C(=O)Nc2ccc(CNC(=O)OC(C)(C)C)cc2)cc1 | -4.8 | -0.7 | 5.3
COc1ccc(CCNc2nc(C)c(C(C)=O)s2)cc1OC | -2.5 | 0.3 | 11.9
CN(NC1CC(=O)N(c2ccccc2)C1=O)c1ccccc1 (configuration not stated) | -17.3 | -1.4 | 28.3
C/C=C/c1ccc(OCCCCOc2ccccc2C(C)=O)c(OC)c1 | -18.8 | 0.2 | 28.1
CN1CCN(C(=O)C2=C[C@@H](c3coc4ccccc4c3=O)C[C@@H](OCc3ccc(CO)cc3)O2)CC1 | -18.5 | -0.4 | 34.9
CCn1c(/C=C/Nc2ccccc2)[n+](CC)c2cc(Cl)c(Cl)cc21 | -3.1 | 0.0 | 6.6
CCOC(=O)c1ccccc1NC(=O)COC(=O)c1cc([N+](=O)[O-])ccc1N1CCOCC1 | -12.3 | 0.3 | 43.5
Cc1ccc(S(=O)(=O)N2CCCCC2)cc1NC(=O)COC(=O)c1ccc2c(c1)OCO2 | -22.5 | -0.6 | 5.1
COc1cc(OC)cc(C(=O)Nc2nnc(SCC(=O)NCC3CCCO3)s2)c1 (configuration not stated) | -13.5 | -0.7 | 26.6
COc1ccc(NC(=O)CSc2nnc(-c3cccnc3)n2C)cc1 | -0.3 | -0.2 | 11.3
COc1ccc(Br)c2oc(S)cc(=O)c12 | -6.6 | 0.3 | 18.2
Fc1ccc(Nc2ncnc3sc4c(c23)CCC4)cc1F | -4.8 | 0.3 | 15.6
Cc1cc(C)cc(OCC(=O)NC(C)c2ccccc2)c1 (configuration not stated) | -37.8 | -1.6 | 2.5
COc1cc(-c2nc(CN3CCN(c4ncccn4)CC3)c(C)o2)ccc1F | -19.6 | -1.5 | 11.5
Cn1ncc2c(NNC(=O)c3ccc(O)cc3)ncnc21 | -13.2 | 1.1 | 6.0
CNC(=O)c1ccc(NC(=O)CCc2c(C)noc2C)cc1 | 5.9 | -0.1 | 4.8
CCc1ccc(N2CC(C(=O)Nc3cccnc3)CC2=O)cc1 (configuration not stated) | -25.0 | -1.2 | 13.3
COc1ccc(NC(=O)CSc2ncnc3c2cnn3CCc2ccccc2)cc1 | -12.0 | -2.4 | 14.9
Cc1ccc(/C=C2\SC(=S)N(c3cccnc3)C2=O)o1 | -28.2 | -0.2 | 10.4
COc1ccc(C(=O)c2cn(-c3cccc(Br)c3)nc2C(C)=O)cc1 | -5.5 | 0.1 | 0.1
CCC(C)(C)C1CCc2nc3ccccc3c(C(=O)OC(C)C(=O)Nc3c(C)n(C)n(-c4ccccc4)c3=O)c2C1 (configuration not stated) | -30.0 | 1.7 | 25.9
COc1ccc(N2CCN(CC(O)COc3ccc(C)cc3C)CC2)cc1 (configuration not stated) | -10.6 | -0.1 | -3.3
CC(=O)N1C(Nc2ccc(Cl)cc2)CCN1c1ccccc1 (configuration not stated) | -10.3 | -0.2 | 21.6
CC(CC(=O)N1CCc2ccccc21)c1ccccc1 (configuration not stated) | -20.1 | -1.1 | 11.8

Next part
SMILES | OX1R antag-1 | STK33 kinase inh | OX1R antag-2
O=C(c1cccs1)N(Cc1cc2ccccc2[nH]c1=O)CC1CCCO1 (configuration not stated) | -27.2 | -1.1 | -0.2
O=C1S/C(=C/c2ccc(N3CCOCC3)o2)C(=O)N1Cc1c(F)cccc1Cl | -8.8 | -0.1 | 7.6
O=C(Nc1cc(S(=O)(=O)Nc2ccccc2Cl)ccc1O)c1sc2cc(Cl)ccc2c1Cl | -16.5 | -0.4 | 10.8
CCOc1ccccc1C1C2CCCCC2(O)CCN1C(=O)c1cccs1 (configuration not stated) | -35.2 | 0.9 | 23.7
CCC(=O)Nc1cccc2cccnc12 | -6.6 | -1.7 | 6.2
COc1ccc(S(=O)(=O)N/N=c2\oc3c(OC)cccc3cc2S(=O)(=O)c2ccc(C)cc2)cc1OC | -3.0 | -0.6 | 19.6
COC(=O)/C=C1\SC(=NC(=O)c2ccc(OC)cc2)NC1=O | -11.0 | -0.4 | 15.2
O=C(Cc1ccc(Br)cc1)N1CCN(c2ccccc2)CC1 | -35.3 | -2.5 | 19.9
COCCn1c(C(=O)N2CCCC2)cc2c1C[C@H]1CN(C(=O)c3ccccc3)[C@@](Cc3ccc(F)cc3)(C(=O)OC)[C@@H]21 | -23.1 | -0.5 | 21.7
CC(=O)NCCn1c(SCC(=O)NCCC2=CCCCC2)nc2ccccc2c1=O | -23.9 | -0.5 | 15.7
O=C(Nc1cccc(C(F)(F)F)c1)N1CCC(c2nc(-c3ccc(F)cc3)no2)CC1 | 36.9 | -0.9 | 20.7
COc1ccc(OC(=O)c2ccc3nsnc3c2)cc1 | -12.3 | 1.6 | 41.5
CCOc1ccc(C2C(C(=O)c3ccco3)=C(O)C(=O)N2CCCn2ccnc2)cc1OCC (configuration not stated) | -9.2 | -0.4 | 10.2
Cc1sc(NC(=O)c2ccccc2)c(C(=O)NC(C)C)c1C | -20.8 | -8.2 | 1.8
O=C(CN(Cc1ccc(F)cc1)C(=O)CCC(=O)Nc1nccs1)NCc1ccccc1 | -12.4 | -1.9 | 15.0
O=C(O)c1cc([N+](=O)[O-])ccc1C(=O)Nc1ccccc1 | 2.6 | -1.0 | 8.9
CN1CCCC(OC(=O)c2cc(F)c(F)c(F)c2F)C1 (configuration not stated) | -29.4 | -0.1 | 0.0
Cc1ccccc1OCc1nc2ccccc2n1C | -23.2 | 0.4 | 24.4
CCN(C(=O)CSc1nccc(=O)[nH]1)C1CCCCC1 | -6.0 | -0.3 | 4.2

Structures shown so far with a Cl atom (14):
SMILES | OX1R antag-1 | STK33 kinase inh | OX1R antag-2
Nc1nnnn1/N=C/c1cc(Cl)cc(Cl)c1OCc1ccc(Cl)cc1Cl | -2.0 | -1.9 | 6.4
Cc1c(C(=O)N(Cc2ccc(Cl)cc2)C2CCS(=O)(=O)C2)oc2ccccc12 (configuration not stated) | -14.5 | -0.5 | 4.0
O=c1c2ccc(Cl)cc2nc(-c2ccc([N+](=O)[O-])cc2)n1O | -0.9 | -0.5 | 7.1
CCCCNCCOCCOc1ccc(Cl)cc1Br | -16.3 | -0.5 | -8.9
COc1cccc(NC(=O)Nc2cc(Cl)ccc2C)c1 | -23.5 | 0.3 | 17.0
COc1ccc(S(=O)(=O)N/N=C(/C)c2ccc(Cl)cc2)cc1 | -25.9 | -0.2 | 0.7
Cc1cc(O)c(C=Nc2ccc(N3CCOCC3)cc2)c(C)c1Cl | -12.5 | -1.5 | 16.7
CC(C)CCN1CC(O)=C(c2nc(-c3ccc(Cl)cc3)cs2)C1=N | -10.4 | -4.0 | 17.8
CC(C)(C)OC(=O)N1CCC(c2c(C(=O)NCC3CCN(C4CCCC4)C3)cnn2-c2ccccc2Cl)CC1 (configuration not stated) | -33.9 | 0.9 | -4.5
Nc1c(Cl)cc(-c2csc(N3CCCC3c3nc4cc(Cl)c(N5CCCCC5)cc4n3CCCO)n2)cc1Cl (configuration not stated) | -68.8 | -0.6 | 24.4
CCn1c(/C=C/Nc2ccccc2)[n+](CC)c2cc(Cl)c(Cl)cc21 | -3.1 | 0.0 | 6.6
CC(=O)N1C(Nc2ccc(Cl)cc2)CCN1c1ccccc1 (configuration not stated) | -10.3 | -0.2 | 21.6
O=C1S/C(=C/c2ccc(N3CCOCC3)o2)C(=O)N1Cc1c(F)cccc1Cl | -8.8 | -0.1 | 7.6
O=C(Nc1cc(S(=O)(=O)Nc2ccccc2Cl)ccc1O)c1sc2cc(Cl)ccc2c1Cl | -16.5 | -0.4 | 10.8

Complete entries as entered above. Order of screens: OX1R antag-1 | STK33 kinase inh | OX1R antag-2
Listed for `COc1ccc(Br)c2oc(S)cc(=O)c12` = -6.6 | 0.3 | 18.2
Listed for `COc1cccc(NC(=O)Nc2cc(Cl)ccc2C)c1` = -23.5 | 0.3 | 17.0
Listed for `CCn1c(/C=C/Nc2ccccc2)[n+](CC)c2cc(Cl)c(Cl)cc21` = -3.1 | 0.0 | 6.6
